DAGLB inh: diacylglycerol lipase beta (human) inhibition | Q8NCG7 | HEK293T DAGLB membrane lysate, EnzChek fluorogenic substrate | inhibition, % at 5.17 µM | 340,000 tested, 0.059% active | AID 504411; in the data active means inhibition above about 34%;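 further: 0% = enzyme with vehicle and 100% = wells lacking enzyme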
RTF Ca sens inh: cardiac RTF calcium desensitization. 340,000 tested, 0.12% active. AID 493244. IANBD-labeled cardiac RTF, Ca2+ fluorescence. inhibition, % at 7.15 µM;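 active means inhibition above the mean inhibition of all tested compounds plus 3 SD, cut at about 17% in these data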;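 further: assay run at fixed EC70 calcium of 1.6 mM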
SR-BI DiI-HDL act: enhances SR-BI lipid uptake from DiI-HDL; CHO ldlA[mSR-BI] cells, DiI-HDL uptake fluorescence, 3 h; 100 = double the neutral-control signal; activation, % at 12.5 µM; 320,000 tested, 0.096% active; AID 504775;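 active means mean replicate activation of at least 60% and every replicate at or above 60%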;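 further: 0% = median plate neutral-control signal and 100% = twice that signal; values of inactives mirror those of a sister screen read the other way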
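Test system: SR-BI-overexpressing, LDLR-lacking CHO cells; Also added: labelled HDL, 10 µg/mL; Measured by: bottom-read cell fluorescence after medium removal, ex 550/em 595 nm; Timing: 3 h uptake period with compound, 37 °C; Buffer or medium: F12, 0.5% BSA, 25 mM HEPES; Doses: single compound concentration, delivered by pin transfer.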
Rtt109 Vps75: C. albicans Rtt109 histone acetyltransferase inhibition. purified Rtt109/Vps75, ThioGlo CoA-SH fluorescence, 4 h. Q5AAJ8. 330,000 tested, 0.16% active. inhibition, % at 34.9 µM. AID 540336;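 active means inhibition of at least 50% in every replicate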
Target sequence (Q5AAJ8 whole entry, looked up): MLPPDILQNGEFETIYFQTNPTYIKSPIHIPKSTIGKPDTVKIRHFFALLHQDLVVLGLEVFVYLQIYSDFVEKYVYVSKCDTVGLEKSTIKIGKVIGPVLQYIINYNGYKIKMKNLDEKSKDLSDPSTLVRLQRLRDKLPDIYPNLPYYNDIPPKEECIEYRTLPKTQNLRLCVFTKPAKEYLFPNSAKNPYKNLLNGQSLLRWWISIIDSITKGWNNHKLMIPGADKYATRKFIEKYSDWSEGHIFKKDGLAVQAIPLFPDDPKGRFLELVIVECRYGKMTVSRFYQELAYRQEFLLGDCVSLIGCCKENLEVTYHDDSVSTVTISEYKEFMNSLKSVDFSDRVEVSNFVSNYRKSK
CAL PDZ FP-1: human CAL PDZ-peptide interaction inhibition; Q9HD26; purified CAL PDZ, TMR-peptide fluorescence polarization, 1 h; inhibition, % at 20 µM; 330,000 tested, 0.02% active; AID 504414;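 active means highest replicate inhibition of at least 40%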;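 further: plate controls were DMSO neutral control wells for no effect and unlabeled competitor peptide control wells for full effect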
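Material: tagged CAL PDZ protein CerCALP, purified; buffer or medium: sodium phosphate/NaCl buffer pH 7.4 with TCEP, IgG, Thesit; also added: fluorescent TMR peptide probe; schedule: 1 h incubation at room temperature before polarization reading; technique: fluorescence polarization from S- and P-plane intensities, G-factor corrected; control set: unlabelled peptide and DMSO controls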
CAL PDZ FP-2: CAL PDZ (human) peptide binding inhibition; purified CAL PDZ, TMR-peptide fluorescence polarization, 1 h; inhibition, % at 24.9 µM; 300,000 tested, 0.92% active; AID 602252;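 active means mean inhibition of at least 30% with at least half of replicates also reaching 30%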;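 further: 0% = DMSO neutral control and 100% = excess unlabeled competitor peptide PRC23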
C-LANA FP: inhibitors of KSHV LANA C-terminal domain DNA binding; MBP-C-LANA/FAM-LBS DNA binding, fluorescence polarization; inhibition, % at 9 µM; 340,000 tested, 0.078% active; AID 504423;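 active means highest replicate inhibition at or above 60% at 9 µM, even if other replicates fall short; inactive means all replicates below 60% inhibition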;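 further: 0% = neutral control wells and 100% = 4 µM acridine orange control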
PKA-R2B act: activators of human PKA-R2B complex. P22694+P31323. PKA-R2B holoenzyme dissociation, Cy5-IP20 fluorescence polarization; R2B truncated from residue 108, S112A mutant; 0% DMSO only, 100% 113 µM cGMP. activation, % at 11.4 µM. 340,000 tested, 0.079% active;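 active means activation above a cutoff set at the mean over all compounds plus 3 SD, cut at about 18% in these data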;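 further: higher means more holoenzyme dissociation and a rise in polarization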
cardiac RTF act: cardiac RTF calcium sensitization; P19429+P45379; IANBD-labeled TnC RTF fluorescence at EC20 calcium; 0% EC20 calcium, 100% full calcium; activation, % at 7.2 µM; 340,000 tested, 0.24% active;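 active means activation above the mean over all tested compounds plus 3 SD, cut at about 30% in these data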;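 further: rise in fluorescence read as greater calcium sensitivity of cardiac thin filaments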
Keap1 Nrf2 FP: Keap1-Nrf2 (human) interaction inhibition; Q14145; 340,000 tested, 0.15% active; inhibition, % at 9.4 µM; AID 504523; Keap1 Kelch-Nrf2 peptide fluorescence polarization, 1536-well; in the data active means inhibition above about 12%;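 further: human Keap1 Kelch domain with fluorescein labeled Nrf2 9mer peptide probe; 0% = neutral control wells and 100% = peptide positive control; higher means more block of Keap1 binding to Nrf2 peptide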
Target sequence (Q14145 whole entry, looked up, the tested form may be a part): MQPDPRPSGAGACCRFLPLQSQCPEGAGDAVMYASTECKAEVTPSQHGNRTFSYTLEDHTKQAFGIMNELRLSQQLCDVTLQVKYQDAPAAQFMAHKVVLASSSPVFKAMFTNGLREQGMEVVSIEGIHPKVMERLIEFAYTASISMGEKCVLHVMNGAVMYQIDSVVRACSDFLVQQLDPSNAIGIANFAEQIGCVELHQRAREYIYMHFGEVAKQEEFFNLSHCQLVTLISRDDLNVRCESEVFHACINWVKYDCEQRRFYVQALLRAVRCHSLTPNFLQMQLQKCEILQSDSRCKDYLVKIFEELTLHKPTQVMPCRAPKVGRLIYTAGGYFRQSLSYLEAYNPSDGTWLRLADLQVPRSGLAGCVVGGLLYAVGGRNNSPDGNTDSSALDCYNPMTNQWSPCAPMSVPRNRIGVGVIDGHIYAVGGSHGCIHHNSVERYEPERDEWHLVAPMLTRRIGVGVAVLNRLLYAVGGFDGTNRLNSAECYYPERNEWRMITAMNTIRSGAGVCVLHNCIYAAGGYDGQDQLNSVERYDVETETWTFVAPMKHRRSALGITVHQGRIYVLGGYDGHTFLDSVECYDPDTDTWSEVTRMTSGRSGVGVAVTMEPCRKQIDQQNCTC
The depositor's hits bear a star; nt = not tested or not shown. Rows were taken by chance; about 1.6% have a hit in one of these screens.

SMILES	DAGLB inh	RTF Ca sens inh	SR-BI DiI-HDL act	Rtt109 Vps75	CAL PDZ FP-1	CAL PDZ FP-2	C-LANA FP	PKA-R2B act	cardiac RTF act	Keap1 Nrf2 FP
CCN1CCN(S(=O)(=O)c2ccc(OC)c3ccccc23)CC1	-3	-9	-8	-12	29	-3	-0.4	9	4	0
CC(C)(C)c1cc2cccnc2n1Cc1ccccc1	-3	0	9	6	-1.2	-3	-1.2	3	0	-2
Cc1cc(NC(=O)CSc2nc(=O)cc(N)n2-c2ccc(F)cc2)no1	1	-3	3	-2	-0.5	1	0.6	-4	2	-2
O=C(NC1C/C=C\C(c2ccccc2)N(c2ccccc2)C(=O)C1)OCC1c2ccccc2-c2ccccc21 (stereo not drawn)	-13	-2	-34	16	0.5	-1	-2.5	-3	-6	-3
Cn1nc(-c2ccccc2)c(C(O)c2ccc(Cl)cc2)c1Cl (stereo not drawn)	2	-6	32	-11	-1.1	nt	-0.2	-4	-5	4
CCn1c(=O)c(C(=O)NCCNCCO)c(O)c2ccccc21	2	-3	23	12	-0.7	-4	-1.3	5	-8	0
Cc1nnc(NC(=O)C2CCN(S(=O)(=O)c3ccc(F)c(Cl)c3)CC2)o1	0	-1	13	0	-0.9	-4	0.0	-14	6	-5
C=CCn1c(C)c(C(C)=O)c(N2CCCC2)nc1=S	2	-12	0	-11	-2.0	-2	0.3	11	2	-8
O=C(Cc1ccccc1F)Nc1cccc2cccnc12	-3	-6	6	26	-2.5	-1	-1.5	-9	-4	0
O=C(c1cc(-c2cccnc2)nc2ccc(Cl)cc12)N1CCN(S(=O)(=O)c2cccs2)CC1	1	-1	-13	4	-1.6	1	-1.7	-14	3	-5

Look-ups from above.
Reading of O=C(Cc1ccccc1F)Nc1cccc2cccnc12 in CAL PDZ FP-1: -2.5
Reading of CC(C)(C)c1cc2cccnc2n1Cc1ccccc1 in SR-BI DiI-HDL act: 9
Reading of Cc1nnc(NC(=O)C2CCN(S(=O)(=O)c3ccc(F)c(Cl)c3)CC2)o1 in cardiac RTF act: 6
Reading of C=CCn1c(C)c(C(C)=O)c(N2CCCC2)nc1=S in cardiac RTF act: 2
Reading of O=C(NC1C/C=C\C(c2ccccc2)N(c2ccccc2)C(=O)C1)OCC1c2ccccc2-c2ccccc21 (stereo not drawn) in C-LANA FP: -2.5
Reading of O=C(c1cc(-c2cccnc2)nc2ccc(Cl)cc12)N1CCN(S(=O)(=O)c2cccs2)CC1 in CAL PDZ FP-2: 1

Other compounds follow:
SMILES	DAGLB inh	RTF Ca sens inh	SR-BI DiI-HDL act	Rtt109 Vps75	CAL PDZ FP-1	CAL PDZ FP-2	C-LANA FP	PKA-R2B act	cardiac RTF act	Keap1 Nrf2 FP
CCCCCNC(=O)c1cn(CC)c2cc(N3CCN(C)CC3)c(F)cc2c1=O	1	-4	22	4	-0.7	-8	0.6	-6	-2	0
O=C(c1ccccc1)c1ccc2nc(-c3ccco3)c(-c3ccco3)nc2c1	4	5	-27	-4	0.6	8	-0.2	-7	-1	-1
COC(=O)c1sccc1S(=O)(=O)Nc1ccc(S(N)(=O)=O)cc1	0	-5	25	-3	-0.2	-7	0.3	6	5	0
Cc1ccccc1N1CCN(CCCOc2ccc3c(C)cc(=O)oc3c2)CC1	-6	-1	-13	1	-6.7	-2	-0.1	-4	-1	-4
COc1ccc(-c2noc(N3CCC(C(=O)N(C)c4ccccc4)CC3)n2)cc1	1	0	-17	6	-0.7	nt	1.0	7	4	-4
CCOC(=O)c1c(NC(=O)CNC2CCCCC2)sc(C)c1C	-6	2	-18	30	-0.8	-2	0.9	-3	4	0
C[C@H](NC(=O)[C@H]1N2C(=O)c3ccccc3C2SC1(C)C)C(=O)N1CCCCC1 (stereo partly drawn)	-3	0	32	-9	-0.7	-5	0.2	0	-3	-1
CN1CCN(C(=O)c2ccc(CS(=O)Cc3ccc(Cl)cc3)o2)CC1 (stereo not drawn)	-4	-2	17	-1	0.3	nt	0.0	-5	1	0
COc1ccc2[nH]c(=O)c(CN(Cc3cccnc3)Cc3nnnn3CC3CCCO3)cc2c1 (stereo not drawn)	-2	-1	nt	-9	-1.9	2	-0.2	-3	-1	-5
CCN(CC)S(=O)(=O)c1ccc2nc(NC(=O)c3ccco3)sc2c1	1	-4	-35	-3	nt	-4	5.4	5	0	0
CSc1ccc(/C=N/NC(=O)c2ccc(O)cc2)cc1	1	-6	-11	4	-1.4	-6	2.2	-7	7	-4
O=C(CSc1ncnc2c1nnn2Cc1ccccc1)NC1CCCCC1	1	-7	-12	-27	-1.7	-1	0.0	-9	-1	-4
CCOC(=O)c1ccc(N2C(=O)CC(Nc3ccc(CCO)cc3)C2=O)cc1 (stereo not drawn)	-1	-1	3	-6	0.7	-1	-0.2	-13	0	-4
O=C(NCCSSCCNC(=O)c1ccccc1)c1ccccc1	-2	-6	2	-5	-1.1	3	-1.9	-7	0	-3
O=C(CSc1nnc(-c2ccccc2O)n1Cc1ccccc1)NNC(=O)c1ccccc1O	6	3	-88	13	-1.5	0	0.6	3	-5	0
Cc1ccc(NS(=O)(=O)c2ccc3[nH]c(=O)sc3c2)cc1	3	2	12	6	-1.4	-3	-1.1	8	4	-2
O=C(CC1N=C(Cc2ccccc2)NNC1=O)N/N=C/c1ccc([N+](=O)[O-])cc1 (stereo not drawn)	3	0	-17	0	14	6	-1.0	-1	2	-1
CCOC(=O)c1c(NC(=O)COc2ccccc2OCC)sc2c1CC(C)(C)NC2(C)C	-5	-3	-53	0	-1.7	1	0.8	-3	6	-3
CCSc1nc2sc3c(c2c(=O)n1-c1ccccc1C)CCN(C)C3	3	-1	-6	-3	nt	-4	-1.5	16	0	0
CN(C)CCOc1ccc(Cl)cc1C(C)(C)C	0	3	20	0	-1.7	-1	1.3	-10	-2	-4
CN(CCC#N)C(=O)COC(=O)c1nn(-c2ccccc2)c(=O)c2ccccc12	nt	nt	4	-10	-0.9	3	-0.5	nt	nt	-1
O=C1Nc2ccc([N+](=O)[O-])cc2C1=Nc1cccc(CO)c1	-1	-2	7	0	nt	-7	2.1	-2	2	2
Cc1ccccc1CN1CCN(CC(=O)NCc2ccco2)C1=O	-4	0	19	3	0.0	-2	1.4	3	-2	0
O=C(CCc1ccccc1)N=C1SC2CS(=O)(=O)CC2N1c1cccc(F)c1 (stereo not drawn)	0	1	36	-9	-1.3	5	1.0	-3	2	-4
Cc1ccc(CN2C(=O)CCC2(C)C(=O)NCc2cccnc2)cc1 (stereo not drawn)	0	-14	0	-3	-0.1	-3	0.1	3	-2	3
COc1ccc(/C(=N\O)c2nccc3cc(OC)c(OC)cc23)cc1OC	-2	-2	22	4	-2.8	-4	0.1	1	1	-6
COc1ccc(CCn2c(C)c(C(C)=O)c(C(C)=O)c2C)cc1OC	1	7	0	-2	0.2	nt	0.6	-15	2	3
CCC[C@H]1COCCS(=O)(=O)N1Cc1ccccc1F	-6	2	10	3	-1.2	0	-0.1	-2	-3	-1
CCN(CC)C(=O)C(=O)N/N=C/c1cccs1	0	-3	nt	3	-0.1	2	-2.8	5	-4	-1
Cc1ccc(S(=O)(=O)Nc2cc3c4c(c2)C(C)C(=O)N4CCC3)cc1 (stereo not drawn)	1	-9	-22	26	-2.0	-4	2.8	-4	-7	0
COCc1cc(=O)[nH]c(/N=C(\N)Nc2ccc(Cl)c(Cl)c2)n1	nt	nt	-6	-2	-1.4	nt	1.9	nt	nt	2
COCCCn1c(=O)c2ccccc2n(CC(=O)N2CCCc3ccccc32)c1=O	-2	-7	-2	-2	-3.7	-1	1.0	4	-1	-6
COC(=O)CNC(=O)c1ccccc1F	-1	4	4	16	1.0	-3	-1.5	-8	-4	-2
Cc1ccc(C)n1CCN1CCN(C(=O)c2ccc(Cl)cc2)CC1	-2	-6	2	11	1.0	-4	0.6	-3	-1	-4
CCOc1ccc(Cc2c(C)[nH]c3ccc(C(=O)O)cc3c2=S)cc1	0	1	4	3	0.5	-5	-2.2	4	3	-1
CCC(=O)c1cn(CC(=O)Nc2cccc(C)c2)c2ccccc12	-20	-8	-21	5	0.6	4	0.1	10	-1	0
Cc1cccc(OCCCCCN2CCOCC2)c1	2	-9	23	1	-0.3	nt	-0.6	-6	-3	-1
C=C(C(=O)c1ccccc1)C(NC(C)(C)C)c1ccccc1 (stereo not drawn)	2	-13	-23	-5	-1.7	-1	-1.8	0	10	-9
Cn1c(=O)[nH]c(=O)c2c1nc(N1CCOCC1)n2CCc1ccccc1	1	-6	16	0	-0.3	-2	-0.9	-5	3	-6
CS(=O)(=O)N1CCC(C(=O)Nc2ccc(C(F)(F)F)cc2)CC1	-1	0	6	-11	-0.6	-3	-1.5	-2	2	-3

Overlap with the part before: two compounds; new compounds follow.
SMILES	DAGLB inh	RTF Ca sens inh	SR-BI DiI-HDL act	Rtt109 Vps75	CAL PDZ FP-1	CAL PDZ FP-2	C-LANA FP	PKA-R2B act	cardiac RTF act	Keap1 Nrf2 FP
Cn1c(=O)[nH]c(=O)c2c1nc(N1CCOCC1)n2CCc1ccccc1	1	-6	16	0	-0.3	-2	-0.9	-5	3	-6
CS(=O)(=O)N1CCC(C(=O)Nc2ccc(C(F)(F)F)cc2)CC1	-1	0	6	-11	-0.6	-3	-1.5	-2	2	-3
Cc1nc(N2CCN(Cc3ccccc3)CC2)[nH]c(=O)c1C	-4	-1	18	39	-1.0	-5	-2.0	1	2	-2
N#Cc1ccc(-c2ccco2)nc1SCC(=O)c1ccc(Cl)cc1	-7	-21	-24	2	-2.8	nt	1.4	5	12	-1
O=C(CSc1nccc(-c2cccs2)n1)Nc1cccc(Cl)c1	nt	nt	7	0	-2.9	nt	0.2	nt	nt	-7
Cc1ccc(NC(=O)c2ccc3ccccc3n2)cc1S(=O)(=O)N(C)C	0	-6	-60	9	-0.9	7	-1.9	-2	-6	-6

From PubChem BioAssay
